Vif inh: blocks HIV Vif function; HEK293T cells, Vif self-association by quenched fluorescence, imaging, 24 h; inhibition, % at 7.49 µM; hit rate 0.35% among 340,000; AID 602346; in the data active means inhibition above about 50%, passing the limit was not always enough; inconclusive means no clear call, values can overlap the other calls; inactive means below about 31%; further: some results filed as inactive read as strong as hits
TRPM1 prom inh: inhibitors of MITF-driven TRPM1 promoter in melanoma cells. SK-MEL-5 TRPM1 promoter luciferase, 24 h. inhibition, % at 12.5 µM. hit rate 0.83% among 330,000. AID 488899;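 active means mean inhibition across replicates of 60% or more, whatever share of single replicates reaches that level; inconclusive means some that reach 60%, reason not given; inactive means mean inhibition across replicates below 60%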; further: values of inactives mirror those of a sister screen read the other way
NR2E3 ag-1: activates human photoreceptor nuclear receptor NR2E3 | Q9Y5X4 | GST-NR2E3/biotin-RetCOR TR-FRET, 1536-well | inhibition of corepressor binding, % at 4.78 µM | hit rate 0.12% among 320,000 | AID 2300;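 active means percent inhibition above the cutoff of mean plus 3 SD of all tested compounds, set per screening campaign, cut at about 20% in these data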;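 further: 0% = DMSO wells and 100% = biotin wells as full block of FRET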
Target sequence (Q9Y5X4 whole entry, looked up): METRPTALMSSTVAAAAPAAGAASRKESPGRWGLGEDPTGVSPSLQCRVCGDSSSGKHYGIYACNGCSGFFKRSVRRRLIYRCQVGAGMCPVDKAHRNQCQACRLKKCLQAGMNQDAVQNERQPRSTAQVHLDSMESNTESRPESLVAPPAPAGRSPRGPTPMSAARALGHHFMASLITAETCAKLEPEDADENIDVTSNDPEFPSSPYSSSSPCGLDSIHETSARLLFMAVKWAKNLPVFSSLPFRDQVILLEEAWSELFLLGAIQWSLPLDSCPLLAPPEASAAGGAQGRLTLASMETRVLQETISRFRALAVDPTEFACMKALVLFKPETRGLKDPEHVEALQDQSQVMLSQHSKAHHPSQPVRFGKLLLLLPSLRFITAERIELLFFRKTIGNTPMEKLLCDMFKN
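Material: NR2E3–RetCOR corepressor complex | Quantity: 1.35 nM GST-tagged NR2E3 final | Schedule: 5 h at 4 °C | Replication: Singlicate compound wells | Reagent: RetCOR corepressor, biotinylated, 7 nM | Controls: Biotin wells as high control, 0.6% DMSO wells as low control | Signal: TR-FRET, Eu(K)-anti-GST donor, streptavidin-D2 acceptor, ex 340, em 617/671 nm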
CF NFkB inh: inhibitors of cystic fibrosis induced NF-kB. KKLEB NF-kB-GFP reporter, PAF-induced, GFP fluorescence overnight. inhibition, % at 5 µM. hit rate 0.86% among 360,000. AID 588850;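 active means at least 50% inhibition at 5 µM, scaled per plate between neutral and stimulator controls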;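 further: PAF is a Pseudomonas aeruginosa culture filtrate used as stimulus; plate controls were PAF-stimulated DMSO wells for no effect and unstimulated DMSO wells for full effect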
CaV13 ICDI inh: Disruptors of the CACNA1D IQ motif to Ca2+-dependent inactivation inhibitor domain association, primary screening, Förster resonance energy transfer in intact living …; HEK cells, CFP/YFP FRET ICDI-IQ, plate reader, 10 min; percent FRET-ratio fall versus neutral wells; inhibition, % at 12.3 µM; hit rate 0.098% among 340,000;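 active means mean replicate inhibition of at least 30% and at least 1% of replicates passing that level; inconclusive means only one of the two criteria is met; inactive means neither criterion is met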;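 further: 0% = median of the neutral control wells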
PDI turbidity: PDI (human) enzyme inhibition | PDI insulin aggregation turbidity, A650, 90 min | inhibition, % at 10 µM | AID 588391 | hit rate 0.052% among 350,000;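 active means mean inhibition across replicates of 30% or more, whatever share of single replicates reach that level; inconclusive means mean inhibition below 30% while every single replicate reaches 30%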;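 further: absorbance from insulin aggregation driven by PDI reduction with DTT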
Target sequence (P07237 whole entry, looked up): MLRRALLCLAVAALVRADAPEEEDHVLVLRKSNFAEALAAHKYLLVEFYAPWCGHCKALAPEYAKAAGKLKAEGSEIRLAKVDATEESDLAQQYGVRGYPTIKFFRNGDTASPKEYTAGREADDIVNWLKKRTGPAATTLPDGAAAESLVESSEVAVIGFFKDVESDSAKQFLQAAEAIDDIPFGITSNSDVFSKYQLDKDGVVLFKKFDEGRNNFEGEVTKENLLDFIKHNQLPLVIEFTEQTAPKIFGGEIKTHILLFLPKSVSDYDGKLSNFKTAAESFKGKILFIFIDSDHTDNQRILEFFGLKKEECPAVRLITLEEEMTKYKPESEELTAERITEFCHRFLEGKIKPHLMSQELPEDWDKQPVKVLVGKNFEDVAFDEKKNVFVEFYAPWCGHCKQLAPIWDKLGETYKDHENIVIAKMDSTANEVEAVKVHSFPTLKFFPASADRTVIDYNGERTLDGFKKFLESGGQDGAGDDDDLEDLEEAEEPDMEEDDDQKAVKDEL
Shn3 3UTR inh: reduces Shn3 3'UTR luciferase signal in osteoblasts. Clone20 osteoblast Shn3 3'UTR firefly luciferase, 24 h. inhibition, % at 12.5 µM. hit rate 0.52% among 360,000. AID 588674;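 active means mean inhibition of at least 75% with every replicate also reaching 75%; inconclusive means mean inhibition at least 75% but some replicate below; inactive means mean inhibition below 75%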;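 further: 0% = median of neutral control wells and 100% = pilot-screen positive control compound; some compounds past the cut are filed as inactive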
KKLEB tox: reduces viability of KKLEB cystic fibrosis airway cells; KKLEB CF airway cells viability, ATPlite luminescence, overnight; stronger effect = lower value; cells stimulated with P. aeruginosa culture filtrate; activity change (cytotoxicity), % at 5 µM; hit rate 0.36% among 360,000;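 active means corrected activity change at or below -50% at 5 µM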
HIF-2a inh: HIF-2a inhibition | 786-0 RCC cells HIF-2a reporter, luciferase luminescence, overnight | inhibition, % at 18.8 µM | hit rate 0.72% among 360,000;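 active means inhibition of the luminescence signal of 40% or more relative to plate controls, in a single-dose primary screen at 18.75 µM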
NR2E3 ag-2: agonists of human NR2E3 nuclear receptor. Q9Y5X4. CHO-S Gal4-NCOR/VP16-NR2E3 two-hybrid, luciferase. inhibition of corepressor binding, % at 3.98 µM. hit rate 0.35% among 360,000. AID 602229;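 active means inhibition above the mean of all tested compounds plus 3 SD, cut at about 70% in these data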;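 further: 0% = DMSO with NR2E3 transfected cells and 100% = cells lacking NR2E3 construct; higher means lower luciferase signal from less NR2E3 corepressor binding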
Peg3 prom inh: Peg3 promoter activity inhibition; AID 588405; inhibition, % at 20 µM; HeLa PEG-Prom luciferase reporter, luminescence, overnight; hit rate 1.7% among 360,000;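 active means inhibition of at least 50% at 20 µM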
* hit, by the source's call; i = inactive; u = inconclusive; x = not tested or not shown.

1. CCOCCCNC(=O)C(c1ccccc1)N(Cc1cccs1)C(=O)CNC(C)=O (stereo unspecified)
2. O=C(CC1CCS(=O)(=O)C1)Nc1ccc[nH]c1=O (stereo unspecified)
3. CC(=O)Oc1ccc(N2C(=O)c3cccc4c([N+](=O)[O-])ccc(c34)C2=O)cc1
4. CN1c2ccsc2/C(=N/Nc2ccccc2)CS1(=O)=O
5. O=C(Nc1cccc(C2OCCCO2)c1)c1cccs1
6. CCn1c(SCC(=O)N(C)C)nc2cc(S(=O)(=O)N3CCOCC3)ccc21
7. O=C(c1noc2c1CCCC2)N1CCOCC1
8. Cc1ccc2c(c1)C(c1ccccc1)N(C(=O)c1ccc3c(c1)OCO3)CC(=O)N2 (stereo unspecified)
9. COc1ccc(C(=O)NCc2nnc(SCC(=O)c3ccccc3)n2C)cc1OC
10. O=C(COC(=O)c1ccc(O)cc1O)Nc1cccc2ccccc12
assay / compound	1	2	3	4	5	6	7	8	9	10
Vif inh	-3	4	i	0	-3	-2	3	1	x	3
TRPM1 prom inh	4	3	25	6	-7	4	3	9	3	-4
NR2E3 ag-1	-2	1	0	3	0	-3	-1	-1	-1	-1
CF NFkB inh	6	9	14	-18	10	6	-25	17	2	10
CaV13 ICDI inh	-9	-4	-18	-7	-6	-6	-9	-5	x	-2
PDI turbidity	2	-3	-4	-4	0	-3	0	6	17	7
Shn3 3UTR inh	7	-12	-1	-6	-23	2	2	16	-9	-5
KKLEB tox	9	6	0	7	-3	8	15	8	-21	-6
HIF-2a inh	12	17	16	-162	0	3	-18	28	-5	11
NR2E3 ag-2	-17	4	3	-54	-5	-13	16	4	-27	0
Peg3 prom inh	-8	-3	47	-128	-28	1	12	14	2	15

11. CCc1ccccc1NC(=O)COc1ccc2oc(-c3ccc(OC)cc3)cc(=O)c2c1
12. CC(C)c1ccc(C(CC(=O)O)NC(=O)c2cccs2)cc1 (stereo unspecified)
13. O=C(CN1CCCCCC1)Nc1ccccc1Oc1ccccc1
14. O=C(Nc1ccc2oc(=O)ccc2c1)c1ccccc1[N+](=O)[O-]
15. O=C(O)c1cccc2c1-c1ccccc1/C2=N\Nc1ccccc1
16. O=C(Cc1coc2ccc3ccccc3c12)N1CCCC1
17. CC(C)OCCCNC(=O)c1cc(-c2cccs2)nc2ccccc12
18. O=C(COC(=O)CNC(=O)c1sc2ccccc2c1Cl)Nc1c(Cl)cc(Cl)cc1Cl
19. CCOc1ccc(NC(=O)c2cccnc2SC)cc1
20. CN(CCOc1cccc(C(F)(F)F)c1)Cc1ccccc1
assay / compound	11	12	13	14	15	16	17	18	19	20
Vif inh	0	-5	-4	3	9	-2	-12	-7	-2	-4
TRPM1 prom inh	-14	-2	11	2	-59	10	x	3	-37	2
NR2E3 ag-1	0	3	0	-1	-2	4	1	1	-4	2
CF NFkB inh	1	6	-4	-21	10	-17	-17	7	-8	-11
CaV13 ICDI inh	-5	-3	6	-1	-20	0	-3	-3	2	-19
PDI turbidity	6	-4	1	16	-2	0	-1	-12	-3	15
Shn3 3UTR inh	-7	30	28	-13	-59	-2	-28	-12	-11	-12
KKLEB tox	-5	1	-1	19	-2	6	8	-2	5	17
HIF-2a inh	-49	17	16	-9	-292	18	-6	11	-105	1
NR2E3 ag-2	0	-3	31	-22	-146	16	-14	11	-19	-20
Peg3 prom inh	-23	21	15	-17	-241	27	34	3	-55	-9

21. Cc1ccc(SCCNC(=O)c2ccccc2F)cc1
22. COC(=O)c1cc(S(=O)(=O)N2CCN(c3cc(C)ccc3C)CC2)c[nH]1
23. CC(C)OCCCn1c(=S)[nH]c2ncccc2c1=O
24. CC(=O)c1ccc(NC(=O)CSc2nnc(-c3ccoc3C)n2Cc2ccccc2)cc1
25. O=c1[nH]nc(SCc2ccccc2)n1C1CC2C=CC1C2 (stereo unspecified)
26. CCCN(Cc1cc(=O)[nH]c2ccccc12)C(=O)CC
27. Cc1ccc(OCCC(=O)Nc2ccc(C)c(F)c2)cc1
28. Cc1cc(OCc2nn[nH]n2)c2c(C)c(Cc3ccccc3)c(=O)oc2c1
29. CCOC(=O)c1ccc(NC(=O)CCS(=O)(=O)Cc2ccccc2)cc1
30. COc1ccc(C(=O)COC(=O)CN2C(=O)c3ccccc3C2=O)c(OC)c1
assay / compound	21	22	23	24	25	26	27	28	29	30
Vif inh	1	51*	1	-6	5	-3	-13	27	2	0
TRPM1 prom inh	-8	x	-3	1	-4	12	1	9	-6	-13
NR2E3 ag-1	-2	2	1	3	-1	0	3	3	6	0
CF NFkB inh	9	20	12	-9	2	-5	6	7	-2	-5
CaV13 ICDI inh	-1	-6	x	-4	3	-15	-2	-1	-6	-5
PDI turbidity	7	x	-1	-7	1	6	7	16	-1	4
Shn3 3UTR inh	-1	5	-1	8	-18	3	4	17	-6	-4
KKLEB tox	9	0	-6	0	15	0	-1	-1	-9	4
HIF-2a inh	-48	14	6	-27	6	9	-59	-14	13	2
NR2E3 ag-2	-7	9	4	-13	23	-26	-11	-12	-1	-20
Peg3 prom inh	-33	13	-6	-7	6	8	-27	14	-3	-5

31. CCN(CC)Cc1cc(CC(C(N)=O)C(N)=O)ccc1OC
32. COc1ccc(CNC(=O)CSc2nc(C)cs2)cc1
33. Cc1nc2cc(NC(=O)c3ccc(Br)s3)ccc2s1
34. Cc1nc2ccccc2cc1C(=O)NCc1ccco1
35. CCCOc1ccc(C(F)(F)F)cc1NC(=O)CN1C(=O)C(=O)N(CC)C1=O
36. CS(=O)(=O)N1CCN(Cc2cc(=O)n3ccsc3n2)CC1
37. CCOC(=O)c1c(NC(=O)Cc2ccccc2)sc2c1CCN(C)C2
38. CCOC(=O)C1(CCc2ccccc2)CCN(Cc2cccc3nccnc23)CC1
39. COC(=O)c1cccc(NC(=O)CN(c2ccc3c(c2)OCO3)S(C)(=O)=O)c1C
40. Cc1[nH]c2ccccc2c1C(c1ccccn1)N1CCC(C)CC1 (stereo unspecified)
assay / compound	31	32	33	34	35	36	37	38	39	40
Vif inh	-6	0	-38	-10	5	14	9	-1	-3	6
TRPM1 prom inh	7	5	-3	-9	1	-2	-1	4	-8	1
NR2E3 ag-1	-1	0	4	0	1	3	2	-3	0	-1
CF NFkB inh	-5	4	-2	-12	12	-14	14	-1	-4	35
CaV13 ICDI inh	-4	-6	x	-3	-6	13	-5	-6	0	-1
PDI turbidity	1	-1	6	9	0	-5	x	-8	-3	1
Shn3 3UTR inh	3	-13	-15	-12	-18	-7	8	66	-3	-5
KKLEB tox	11	28	-20	5	4	4	-18	8	-2	-6
HIF-2a inh	14	-6	-201	-13	15	15	-8	15	-25	31
NR2E3 ag-2	-26	5	-15	7	18	3	-35	-8	0	18
Peg3 prom inh	5	-14	-276	-4	11	6	7	8	2	11

Complete entries, looked up by structure. Screens in order: Vif inh, TRPM1 prom inh, NR2E3 ag-1, CF NFkB inh, CaV13 ICDI inh, PDI turbidity, Shn3 3UTR inh, KKLEB tox, HIF-2a inh, NR2E3 ag-2, Peg3 prom inh
Shown for `Cc1nc2cc(NC(=O)c3ccc(Br)s3)ccc2s1` : -38, -3, 4, -2, x, 6, -15, -20, -201, -15, -276
Shown for `COC(=O)c1cccc(NC(=O)CN(c2ccc3c(c2)OCO3)S(C)(=O)=O)c1C` : -3, -8, 0, -4, 0, -3, -3, -2, -25, 0, 2
Shown for `CS(=O)(=O)N1CCN(Cc2cc(=O)n3ccsc3n2)CC1` : 14, -2, 3, -14, 13, -5, -7, 4, 15, 3, 6

The listing picks up, repeating the two entries before the break.
39. COC(=O)c1cccc(NC(=O)CN(c2ccc3c(c2)OCO3)S(C)(=O)=O)c1C
40. Cc1[nH]c2ccccc2c1C(c1ccccn1)N1CCC(C)CC1 (stereo unspecified)
41. Cc1ccc(C)c(C(=O)CN2C(=O)C(=O)N(C3CCCC3)C2=O)c1
42. CCc1ccc(N2CC(C(=O)Nc3ccc4c(c3)OCO4)CC2=O)cc1 (stereo unspecified)
43. CN(c1ccc(OCC(=O)Nc2ccc3[nH]c(=O)[nH]c3c2)cc1)S(=O)(=O)c1ccc(Cl)cc1
44. CC(=O)NS(=O)(=O)c1ccc(NC(=O)c2ccc(Cl)cc2[N+](=O)[O-])cc1
45. O=C(NCCNC(=O)c1ccc(Cl)cc1Cl)c1ccccn1
46. Cc1cn([C@H]2C[C@H](O)[C@@H](CNC(=O)[C@@H]3C[C@H](F)CN3)O2)c(=O)[nH]c1=O
47. Cc1cc(C)cc(NC(=O)c2ccc(Cn3nc(C)c(Cl)c3C)o2)c1
48. COc1cc(CNC[C@H]2O[C@@H](n3cnc(C(N)=O)n3)[C@H](O)[C@@H]2O)ccc1OCc1cccc(Cl)c1
49. CSc1nsc(/C=C/Nc2ccc(F)cc2)c1C#N
50. Cc1ccccc1NC(=O)CSc1nc(N)c(C#N)c(-c2cccs2)c1C#N
51. COc1ccc(N2CCN(C(=O)COC(=O)[C@@H](NC(=O)c3ccccc3Cl)C(C)C)CC2)cc1
52. Cc1ccc(C(=O)C2CCN(CC(=O)Nc3ccc(N(C)C)cc3)CC2)cc1
53. CCN(CC(=O)Nc1c(F)cccc1F)C(=O)C(C)SCc1nc2sc(C)c(C)c2c(=O)[nH]1 (stereo unspecified)
assay / compound	39	40	41	42	43	44	45	46	47	48	49	50	51	52	53
Vif inh	-3	6	x	-8	u	1	19	7	x	0	x	-6	-7	28	x
TRPM1 prom inh	-8	1	-6	2	-12	5	-5	x	7	-7	-1	10	9	0	8
NR2E3 ag-1	0	-1	-3	0	2	0	3	x	5	x	2	18	x	-2	-1
CF NFkB inh	-4	35	-6	-10	-12	-17	12	-9	-8	-29	-10	-10	14	10	4
CaV13 ICDI inh	0	-1	-6	-20	-4	-7	-3	-12	-8	-6	-5	-1	-6	-6	-3
PDI turbidity	-3	1	-4	-5	-7	-1	1	1	7	-5	5	-10	0	-2	-1
Shn3 3UTR inh	-3	-5	-5	4	25	11	-2	-14	19	18	-5	25	-6	24	3
KKLEB tox	-2	-6	7	1	11	34	6	-4	-4	5	0	-12	3	-11	-7
HIF-2a inh	-25	31	-16	5	18	8	7	-1	18	-12	-17	24	5	-7	5
NR2E3 ag-2	0	18	-8	-5	-12	-1	-21	-1	-49	-6	-30	16	-8	-6	-6
Peg3 prom inh	2	11	-14	7	21	12	9	2	31	-33	-7	26	7	9	9
